# KCNH2 3.1 inh = inhibitors of human KCNH2 3.1 potassium channel isoform | U2OS KCNH2 3.1, thallium flux FluxOr; active compounds read low | activity change, % (tested at about 1.8 µM) | 340,000 compounds, 0.95% hits;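 active means maximum activity change below -70%; inconclusive means maximum activity change from -70% to -50%; inactive means maximum activity change above -50%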;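 further: thallium influx rate constant from kinetic fluorescence after stimulation buffer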
#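 Channel expression came from 3.1 mutant virus (1.77 x 10^8 /mL) applied to suspended U2OS cells for 4 h. Flux was tracked with FluxOr dye plus Red40 quencher, and kinetic rate constants normalized to controls.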
# Numbers without * were called inactive; ? = inconclusive. On the % scale 0 is the no-effect control and ±100 the full control effect. Only part of the results is shown; the hit share may differ from the screen's.
SMILES,KCNH2 3.1 inh
COCOCCn1cc(CN2CCS(=O)(=O)N(Cc3ccc(-c4ccc(F)cc4)cc3)C(C(C)C)C2=O)nn1 (configuration not stated),-12
CC(=O)c1ccc(NC(=O)C2CC2c2ccccc2)cc1 (configuration not stated),3
COc1ccc(CNCCCn2cnc3c(OCc4ccccc4)ncnc32)cc1,-49
CCOc1cc(/C=N/NC(=O)c2c(C)nc3ccc(Cl)cn23)ccc1O,7
C=CCOC(=O)C1=C[C@@H](c2csc3ccccc23)C[C@@H](OCCCCO)O1,-40
CCC(C)C1(C2CCCC2)NC(=O)NC1=O (configuration not stated),11
O=[N+]([O-])c1ccccc1C(O)Cc1ccccn1 (configuration not stated),17
CNC(=S)N/N=C/c1ccc(C(C)C)cc1,-5
C[C@H](CO)N1C[C@H](C)[C@H](CN(C)C(=O)Cc2ccccc2)OCc2cnnn2CCCC1=O,18
CCCCN(CCCC)c1nn[nH]n1,-5
Cc1cc(N=Nc2ccccc2)cc(C)c1NC(=O)C(F)(F)F,-25
COC(=O)c1sccc1NC(=O)c1c(F)c(F)c(F)c(F)c1F,-1
O=C(COc1ccc(Br)cc1)OCC(=O)c1ccc[nH]1,-1
Cc1cc2c(SCC(=O)Nc3ccccc3O)ncnc2s1,-12
CCCCCc1ccnc(CC(=O)c2ccc(OC)cc2)c1,-7
Cc1ccc(Cn2c(CCNc3nc(-c4ccc(Cl)c([N+](=O)[O-])c4)cs3)nc3cc(C(=O)NCCCO)ccc32)cc1,-9
C[C@@H]1CN([C@H](C)CO)C(=O)CCCn2nncc2CO[C@@H]1CN(C)S(=O)(=O)c1ccc(-n2cccn2)cc1,-13
O=C(O)C(Oc1ccc(Cl)cc1)c1ccc(Cl)cc1 (configuration not stated),7
CC(C)[C@H]1COCCS(=O)(=O)N1Cc1ccccc1F,25
C[C@H](NC(=O)c1ncn2c1c(=O)[nH]c1ccc(Br)cc12)c1ccccc1,18
NC(=Nc1nc(-c2ccccn2)cc2ccccc12)c1ccccn1,2
CCOC(=O)Nc1ccc(OC(=O)Oc2ccc(NC(=O)OCC)cc2)cc1,9
O=C(NC1CCOC1=O)c1ccccc1 (configuration not stated),-2
Cc1ccc(SCC(=O)Nc2nncs2)cc1,0
CCOc1ccc(-n2c(SC(C)C(=O)OC)nc3c(c2=O)SCC3)cc1 (configuration not stated),-9

# Grouped by structure, the entries above containing two or more sulfur atoms (three)
SMILES,KCNH2 3.1 inh
Cc1cc2c(SCC(=O)Nc3ccccc3O)ncnc2s1,-12
Cc1ccc(SCC(=O)Nc2nncs2)cc1,0
CCOc1ccc(-n2c(SC(C)C(=O)OC)nc3c(c2=O)SCC3)cc1 (configuration not stated),-9

# 5 entries already listed, ordered by length of the SMILES, falling.
SMILES,KCNH2 3.1 inh
C[C@@H]1CN([C@H](C)CO)C(=O)CCCn2nncc2CO[C@@H]1CN(C)S(=O)(=O)c1ccc(-n2cccn2)cc1,-13
Cc1cc(N=Nc2ccccc2)cc(C)c1NC(=O)C(F)(F)F,-25
O=C(COc1ccc(Br)cc1)OCC(=O)c1ccc[nH]1,-1
CCCCCc1ccnc(CC(=O)c2ccc(OC)cc2)c1,-7
Cc1ccc(SCC(=O)Nc2nncs2)cc1,0

# The results go on:
SMILES,KCNH2 3.1 inh
Cc1ccc(OC(=O)CCC(=O)Nc2ccc(C(N)=O)cc2)cc1,7
COc1cc(C2(c3ccc(O)c(OC)c3)C(=O)N(C)c3ccc(Br)cc32)ccc1O,17
CC(C)C[C@H]1CNC(=S)N1CC1CCCN1C[C@H](Cc1ccc(O)cc1)N1C[C@H](Cc2ccccc2)N(CC2CCCCCC2)C1=S (some centres not stated),-4
O=C1C=CC(=O)N1c1cccc2cccnc12,23
COc1ccccc1C(=O)NCCC(=O)N1CCCC(C(F)(F)F)C1 (configuration not stated),26
O=C(NCc1nc2ccccc2[nH]1)C1=C[C@H](c2coc3ccccc3c2=O)C[C@H](OCCCCO)O1,-2
Cc1cc([N+](=O)[O-])c(=O)[nH]c1C,1
COC(C[C@H]1O[C@@H]1C(=O)COCc1ccccc1)OC,8
CC1CC(C)(C)NC2(CCCC2)N1 (configuration not stated),1
CCc1cccc(NC(=O)c2cc(S(=O)(=O)N3CCCCC3)ccc2N2CCOCC2)c1,-6
C=CCCC(=O)N1C[C@H]2CON(C)[C@H]2C[C@H]1c1ccc(Br)cc1,-17
CC1(c2ccccc2)CC(c2ccccc2)=C(C#N)C(=O)N1 (configuration not stated),-7
Cn1c(=O)c2[nH]c(SCCN3CCCCC3)nc2n(C)c1=S,9
CCc1ccc(/C=C2/SC(=S)N(CCCC(=O)Nc3cccc(C(=O)O)c3)C2=O)cc1,-6
O=C(Nc1ccc(C(=O)N2CCCC2)cc1)C1CCC1,46
CC(=O)c1cccc(NC(=O)C2CCCN2S(=O)(=O)c2ccccc2C(F)(F)F)c1 (configuration not stated),-9
CCC(=O)N(C)C[C@H]1Oc2ncc(C#Cc3cccnc3)cc2C(=O)N([C@@H](C)CO)C[C@@H]1C,11
CCN(CC)S(=O)(=O)c1ccc(N2CCOCC2)c(NC(=O)CN2C(=O)NC3(CCCC3)C2=O)c1,11
C=CCC1(C(=O)N(C)Cc2ccccc2)CCN(C(=O)OC(C)(C)C)CC1,-28
O=C(O)c1ccc(Cn2cnc3c(=S)nc[nH]c32)cc1,4
O=C(Nc1ccc([N+](=O)[O-])c(NC(=O)c2cccnc2)c1)c1cccnc1,1
OCC1OC(n2cnc3c(N4CCCCC4)ncnc32)C(O)C1O (configuration not stated),1
CCCCCCCCCCCCN1[C@@H](CC(=O)OC)c2cc(C(F)(F)F)ccc2S1(=O)=O,-11
COCCN(C(=O)C(C)N1C(=O)c2ccccc2C1=O)c1c(N)n(CC(C)C)c(=O)[nH]c1=O (configuration not stated),4
CC(C)CNS(=O)(=O)c1ccc(CCC(=O)NC2CCCCC2)cc1,-8
# The results go on.
SMILES,KCNH2 3.1 inh
COCCNC(=O)Cn1cc(C(=O)c2cccs2)c2ccccc21,-5
c1ccc(-c2nnc(C3CC(c4ccncc4)=NO3)o2)cc1 (configuration not stated),12
O=C(CN(c1ccc(F)cc1)S(=O)(=O)c1ccccc1)N1CCOCC1,-19
OC(CC(O)c1ccccc1)c1ccccc1 (configuration not stated),4
CC(C)Cc1cc(C(=O)O)c2ccccc2n1,4
Cc1ccc(S(=O)(=O)N2CCN(C(=O)C3CCN(c4ncnc5sc(C)c(C)c45)CC3)CC2)c(C)c1,-5
COCCCN1C(=O)C(CC(=O)NCc2ccco2)CC(C(=O)N(C)C)=C1C (configuration not stated),2
O=C(N/N=C/C=C/c1ccco1)C(O)c1ccccc1 (configuration not stated),1
O=C(O)c1ccc(NC(=O)C2CCN(S(=O)(=O)c3ccc4c(c3)OCCO4)CC2)cc1,5
Cc1ccc(C(=O)NC(C)C(c2cccs2)N2CCOCC2)cc1C (configuration not stated),3
C[C@@H]1CN([C@H](C)CO)C(=O)c2cc(NC(=O)Nc3ccc(F)cc3)ccc2O[C@@H](C)CCCCO[C@H]1CN(C)S(=O)(=O)c1cccs1,14
CN(C)C(=S)NC(=S)Nc1ccc2ccccc2c1,8
CC(Sc1nc(-c2ccccc2)c(-c2ccccc2)[nH]1)C(=O)NCC1CCCO1 (configuration not stated),14
C[C@@H]1CN([C@@H](C)CO)C(=O)CCCn2nncc2CO[C@@H]1CN(C)S(=O)(=O)c1cccc(F)c1,19
COc1ccc(CN2C(=O)C(CC(=O)NCc3cccc4ccccc34)CC(C(=O)N(C)C)=C2C)cc1 (configuration not stated),-4
CC(=O)N(C)c1ccc(N=Nc2ccc3ncccc3c2)cc1,-6
COc1ccc(C(C)=NOC(=O)c2c(-c3ccccc3Cl)noc2C)cc1CN1CCOCC1,-22
C[C@@H]1CN([C@H](C)CO)C(=O)CCCn2nncc2CO[C@@H]1CN(C)C(=O)Nc1ccc(N2CCN(C)CC2)cc1,18
O=C(NC1CCOC1=O)OCc1ccccc1 (configuration not stated),8
CCN(CC)Cc1cc(C(C)(C)C)cc(N2CCOCC2)c1O,3
CN(C)CCN(C)C1CN(Cc2ccc([N+](=O)[O-])cc2)S(=O)(=O)C1 (configuration not stated),24
COc1cccc(N2[C@@H](CC(=O)O)c3ccc(/C=C/C(=O)O)cc3S2(=O)=O)c1,13
CC(=O)Nc1ccc(NC(=O)CS(=O)(=O)c2cn(CC(=O)N3CCC(C)CC3)c3ccccc23)cc1,-7
CC(C)Cn1c(=O)c(C(=O)Nc2ccncc2)c(O)c2ccccc21,6
O=[N+]([O-])c1ncc(Br)cc1Nc1ccccc1,7

# Rewritten field by field: entries from further up.
O=C(NC1CCOC1=O)OCc1ccccc1 (configuration not stated)
  KCNH2 3.1 inh: 8

COCCN(C(=O)C(C)N1C(=O)c2ccccc2C1=O)c1c(N)n(CC(C)C)c(=O)[nH]c1=O (configuration not stated)
  KCNH2 3.1 inh: 4

# Going on with the list.
SMILES,KCNH2 3.1 inh
Cc1cccc(CC(=O)NCCS(=O)(=O)N2CCN(c3ccccc3)CC2)c1,4
CC(C)CC1C(=O)N(Cc2cn(CCC3OCCO3)nn2)CCS(=O)(=O)N1Cc1ccc(-c2cccc(N(C)C)c2)cc1 (configuration not stated),-5
CC(=O)C[C@H]1c2ccccc2S(=O)(=O)N1C1CCCC1,6
COCc1c(C(=O)Nc2ccc(C)c(S(=O)(=O)N3CCOCC3)c2)oc2ccccc12,-49
C=C(CN(C)C)C(=O)c1ccc(C)cc1C,-8
Cc1ccccc1Cc1c(C)nc2c(C(=O)N3CCN(Cc4ccc5c(c4)OCO5)CC3)cnn2c1C,0
COC(=O)c1ccc(CNC(=O)CN2C(=O)NC(Cc3ccccc3)(c3ccccc3)C2=O)cc1 (configuration not stated),-8
CC(NS(=O)(=O)c1ccccc1)C1CC2CCC1C2 (configuration not stated),12
Cc1ccc(S(=O)(=O)N2CCN(C(=O)COC(=O)/C=C/c3cccc(Cl)c3)CC2)c(C)c1,2
Cc1cc(C)c(S(=O)(=O)Nc2ccccc2)c(C)c1,17
Cc1ccc[n+](C(C(=S)NCc2ccco2)=C([O-])c2ccccc2Cl)c1,-5
C[C@@H]1CN([C@H](C)CO)C(=O)CCCn2nncc2CO[C@H]1CN(C)Cc1ccncc1,-8
CC(C)Oc1ccc(S(=O)(=O)N2CCOCC2)cc1NC(=O)CSC(=S)N1CCCC1,1
CCN1C[C@@H]2[C@@H]3C(=O)N(C)C(=O)[C@@H]3[C@](Cc3ccccc3)(C1=O)N2C(=O)c1ccc(Cl)c(Cl)c1,-2
CCN(CC)c1ccc(C=NNc2ccc([N+](=O)[O-])cn2)cc1,-17
Cc1cnc(N)nc1-c1ccccc1,-2
Fc1cccc(F)c1-c1nc2c(s1)CCc1onc(-c3ccc(Br)cc3)c1-2,6
CSc1ccc(C2=C/C(=C3/SC(=S)NC3=O)c3ccccc3O2)cc1,0
CCOC(=O)C1=C(C)N(CCCC(=O)O)C(=O)NC1c1cccs1 (configuration not stated),9
C/C=C/n1ccnc1CC(O)(c1ccccc1)c1ccc(C)cc1 (configuration not stated),-6
C[C@@H]1CCCCO[C@@H](CN(C)Cc2ccc3c(c2)OCO3)[C@@H](C)CN([C@H](C)CO)C(=O)c2cc(NS(=O)(=O)c3ccccc3)ccc2O1,8
Cc1c(NC(=O)COC(=O)c2ccccc2O)c(=O)n(-c2ccccc2)n1C,0
COC(=O)c1ccccc1Nc1ccnc(Cl)n1,-29
COc1cc2c3c(c1OC)-c1cc4c(cc1CC3(C#N)N(C(=O)c1ccccc1)CC2)OCO4 (configuration not stated),-37
Cc1ccc2nc(-c3ccccc3)nn2c1,2
# Continued:
SMILES,KCNH2 3.1 inh
C=Cn1cc(CNC[C@H]2O[C@@H](n3ccc(N)nc3=O)[C@H](O)[C@@H]2O)c(C)n1,-9
C#CCOC(=O)CCCN1C(=O)c2cccc3cccc(c23)C1=O,-4
Cc1ccc([C@H]2C[C@@H](n3cc(C4CC4)nn3)[C@H](O)CN2Cc2cccs2)cc1,2
COc1ccc(OC)c(CNC(=O)COc2cc(=O)n(C)c3ccccc23)c1,1
CC(Sc1ccc(S(=O)(=O)N2CCN(C)CC2)cn1)C(=O)Nc1cccc(Cl)c1Cl (configuration not stated),-14
CN(C)Cc1cc(OCc2ccccc2)cc(CN(C)C)c1O,6
CCOC(=O)c1ccc(S(=O)(=O)N2CCN(C(=O)c3cccc(S(=O)(=O)N4CC(C)OC(C)C4)c3)CC2)cc1 (configuration not stated),-21
O=C1c2ccccc2NC(c2ccccc2)N1Cc1ccccc1 (configuration not stated),-12
COc1ccc(C(=O)N/C(=C/c2cccs2)C(=O)N2CCN(C)CC2)cc1,?
Cc1ccc(S(=O)(=O)Nc2cncnc2NS(=O)(=O)c2ccc(C)cc2)cc1,7
COc1ccc(C(=S)N2CCN(c3ccccc3C)CC2)cc1OC,-7
COc1cc2c(cc1OC)CN(C(=O)c1cc(COc3ccccc3SC)on1)CC2,11
COc1cc(C(=O)C(O)c2ccc(O)c(OC)c2)ccc1O (configuration not stated),3
CCN(CC(=O)Nc1ccc(NC(C)=O)cc1)C(=O)c1ccc(N(C)S(=O)(=O)c2ccc(C)cc2)cc1,-7

# Screening data: PubChem, National Center for Advancing Translational Sciences (NCATS)
